From PubChem
BioA inh = blocks M. tuberculosis BioA enzyme activity; purified M. tuberculosis BioA enzyme, plate reader; inhibition, % at 9.99 µM; actives 0.096% (n = 360,000); in the data active = inhibition above about 40%
TcdB GH inh = blocks C. difficile toxin B glycohydrolase activity. P18177. TcdB glycohydrolase enzymatic assay, plate reader. inhibition, % at 9.99 µM. actives 0.24% (n = 350,000). AID 652162; in the data active = inhibition above about 10%
Numbers without * were called inactive.

SMILES | BioA inh | TcdB GH inh
COCCOC(=O)N1C(=O)[C@@]2(c3cc(C#CCCO)ccc31)[C@H](C(=O)N1CCc3cc(OC)c(OC)cc3C1)[C@H]1C(=O)O[C@H](c3ccccc3)[C@H](c3ccccc3)N1[C@@H]2c1ccccc1OCCO | -2.0 | 0.3
CCNC(=O)C[C@H]1CC[C@H]2[C@H](COc3ccc(NC(=O)Nc4ccccc4OC)cc3C(=O)N2C)O1 | -1.5 | -0.3
C[C@H](CO)N1C[C@H](C)[C@@H](CN(C)Cc2ccc(C(F)(F)F)cc2)Oc2ccc(NS(=O)(=O)c3cn(C)cn3)cc2CC1=O | 1.1 | 0.8
C[C@@H]1CCCCO[C@@H](CN(C)S(=O)(=O)c2cn(C)cn2)[C@@H](C)CN([C@H](C)CO)C(=O)c2cc(NC(=O)CCC(F)(F)F)ccc2O1 | -0.8 | -1.1
Cc1noc(C)c1NC(=O)Nc1cccc2c1O[C@@H](CN(C)Cc1ccc(C(F)(F)F)cc1)[C@@H](C)CN([C@H](C)CO)C2=O | -1.3 | 0.7
C[C@H]1CN([C@@H](C)CO)S(=O)(=O)c2ccc(C#CC3(O)CCCC3)cc2O[C@@H]1CN(C)C(=O)c1cccnc1 | 0.4 | 1.7
CC(C)NC(=O)Nc1ccc2c(c1)C(=O)N([C@@H](C)CO)C[C@@H](C)[C@@H](CN(C)C(=O)c1ccncc1)OCCCC[C@@H](C)O2 | 0.6 | 1.6
C[C@@H]1CCCCO[C@@H](CN(C)S(=O)(=O)c2ccc(F)cc2)[C@H](C)CN([C@H](C)CO)C(=O)c2cc(N(C)C)ccc2O1 | 0.4 | -6.8
COc1ccc(CN(C)C[C@@H]2Oc3ccc(NS(=O)(=O)c4ccc(F)cc4)cc3C(=O)N([C@H](C)CO)C[C@H]2C)cc1 | -1.9 | 0.7
CN1C(=O)c2cc(NC(=O)Nc3ccc(F)cc3)ccc2OC[C@@H]2O[C@@H](CC(=O)NC3CCC3)CC[C@@H]21 | 3.1 | -1.2
CN(C)c1ccc2c(c1)[C@@H]1C[C@H](CC(=O)N3CCc4ccccc4C3)O[C@H](CO)[C@@H]1O2 | -0.3 | -44.9
O=C(C[C@@H]1C[C@H]2c3cc(NC(=O)Nc4ccccc4F)ccc3O[C@H]2[C@H](CO)O1)NCc1cc(F)ccc1F | -0.4 | -0.5
COc1ccc(NC(=O)Nc2cccc3c2O[C@H](CN(C)Cc2ccc(-c4ccccc4)cc2)[C@H](C)CN([C@H](C)CO)C3=O)cc1 | -4.0 | -6.6
C[C@@H]1CN([C@H](C)CO)C(=O)c2cc(NS(C)(=O)=O)ccc2O[C@H]1CN(C)C(=O)Nc1ccc(F)cc1 | -1.6 | 0.5
CO[C@@H]1CN(C)C(=O)c2ccc(NC(=O)C3CC3)cc2OC[C@H](C)N(C(=O)c2cnccn2)C[C@H]1C | -1.6 | -1.6
C[C@H]1CN([C@@H](C)CO)C(=O)c2cc(NS(=O)(=O)c3cn(C)cn3)ccc2O[C@H]1CN(C)S(=O)(=O)c1ccc(F)cc1 | -0.4 | -1.3
CN1CCN(C(=O)C[C@H]2CC[C@@H]3[C@H](COC[C@@H](O)CN3CC3CCCCC3)O2)CC1 | 3.1 | -0.6
CCCC#Cc1ccc([C@@H]2[C@H]3CN(S(=O)(=O)CC)CCCCN3[C@H]2CO)cc1 | 1.2 | 1.3
Cc1ccc(S(=O)(=O)NCC[C@@H]2CC[C@@H](NC(=O)CCN3CCCCC3)[C@@H](CO)O2)cc1 | -2.8 | 0.5
CN1CCCCN2[C@H](CO)[C@H](c3ccc(-c4cccnc4)cc3)[C@@H]2C1 | 3.9 | -1.4
C[C@H]1CN([C@@H](C)CO)S(=O)(=O)c2ccc(-c3cccc(C(=O)N(C)C)c3)cc2O[C@@H]1CN(C)C | 0.4 | 1.0
O=C(Nc1ccc(F)cc1)N1C[C@@H]2[C@H](c3ccccc31)[C@H](CO)N2C(=O)Cc1ccccn1 | -4.9 | -0.3
CN(C)Cc1cn(CC[C@H]2CC[C@@H](NC(=O)Cc3cccnc3)[C@@H](CO)O2)nn1 | -3.5 | -0.4
COc1ccc(S(=O)(=O)Nc2ccc3c(c2)C(=O)N([C@H](C)CO)C[C@@H](C)[C@H](CN(C)C(=O)NC2CCCCC2)OCCCC[C@@H](C)O3)cc1 | -1.0 | 0.0
COc1ccccc1-c1ccc([C@H]2[C@@H](CO)N3CCCCN(C(=O)CN4CCOCC4)C[C@H]23)cc1 | -0.4 | 0.6
C[C@@H]1CN([C@H](C)CO)C(=O)c2cc(NC(=O)Nc3cccc4ccccc34)ccc2O[C@@H](C)CCCCO[C@@H]1CN(C)S(=O)(=O)c1cn(C)cn1 | -1.0 | -0.4
C[C@H](CO)N1C[C@H](C)[C@@H](CN(C)S(=O)(=O)c2cccs2)Oc2ccc(NC(=O)CCC(F)(F)F)cc2CC1=O | -6.8 | -1.7
COc1ccccc1-c1ccc2c(c1)[C@H]1[C@H](CCN1S(=O)(=O)c1ccc(C)cc1)[C@@H](CO)N2 | -2.0 | 0.2
C/C=C/c1ccc([C@H]2[C@H](CO)N3CCCCN(C(=O)Cc4ccncc4)C[C@@H]23)cc1 | 3.8 | -3.4
C[C@H]1CN([C@@H](C)CO)S(=O)(=O)c2ccc(C#Cc3ccccc3)cc2O[C@@H]1CN(C)C | 1.8 | -1.2
Cc1cc(C(=O)Nc2cccc3c2O[C@H](CN(C)C(=O)Nc2cccc4ccccc24)[C@@H](C)CN([C@H](C)CO)C3=O)n(C)n1 | -0.9 | -1.7
CO[C@H]1CN(C)C(=O)c2cc(NC(C)=O)ccc2OC[C@H](C)N(C(=O)CC2CC2)C[C@@H]1C | 1.0 | 0.6
C[C@@H]1CN([C@@H](C)CO)C(=O)c2cccc(NS(=O)(=O)c3cn(C)cn3)c2O[C@H]1CN(C)Cc1ccncc1 | 0.4 | 0.1
COc1ccc(NC(=O)N(C)C[C@H]2Oc3cc(-c4cccc(C(=O)N(C)C)c4)ccc3S(=O)(=O)N([C@H](C)CO)C[C@H]2C)cc1 | 0.9 | 0.3
CCC(=O)Nc1ccc2c(c1)C(=O)N(C)[C@@H]1CC[C@H](CC(=O)NCc3ccccc3)O[C@@H]1CO2 | 6.2 | 0.0
CCCC(=O)Nc1ccc2c(c1)C(=O)N(C)[C@H]1CC[C@H](CC(=O)NCC3CCCCC3)O[C@H]1CO2 | 0.3 | -0.1
C[C@@H]1CN([C@H](C)CO)C(=O)c2cccc(NS(=O)(=O)c3cccs3)c2O[C@@H]1CN(C)Cc1ccc(C(F)(F)F)cc1 | -1.3 | -2.6
C[C@H]1CN([C@@H](C)CO)S(=O)(=O)c2ccc(/C=C/c3ccccc3)cc2O[C@H]1CN(C)C(=O)Nc1cc(F)ccc1F | 2.1 | -0.3
C[C@@H]1CN([C@@H](C)CO)C(=O)c2cc(NS(=O)(=O)c3cccs3)ccc2O[C@@H](C)CCCCO[C@@H]1CN(C)C(=O)Nc1ccccc1 | -1.5 | -0.1
C[C@H](CO)N1C[C@H](C)[C@H](CN(C)C(=O)Nc2ccc3c(c2)OCO3)Oc2ccc(NC(=O)Cn3cnnn3)cc2CC1=O | 0.0 | -0.6
COc1cccc(C(=O)Nc2ccc3c(c2)OC[C@@H](C)N(C)C[C@H](C)[C@@H](OC)CN(C)C3=O)c1 | 1.4 | -0.3
C[C@@H]1CN([C@@H](C)CO)C(=O)Cc2cc(NS(=O)(=O)c3ccc(F)cc3)ccc2O[C@H]1CN(C)Cc1ccc(C(F)(F)F)cc1 | 2.9 | 0.4
COc1ccc(S(=O)(=O)N(C)C[C@@H]2Oc3c(NS(C)(=O)=O)cccc3C(=O)N([C@H](C)CO)C[C@@H]2C)cc1 | -1.9 | -0.6
Cc1ccc(S(=O)(=O)N(C)C[C@@H]2OCCCC[C@@H](C)Oc3ccc(NC(=O)Nc4ccc(C(F)(F)F)cc4)cc3C(=O)N([C@@H](C)CO)C[C@@H]2C)cc1 | -1.5 | -1.2
COc1ccc(-c2cnc3c(c2)C(=O)N([C@H](C)CO)C[C@H](C)[C@H](CN(C)Cc2ccc(C(=O)O)cc2)O3)cc1 | -1.5 | -0.2
COc1ccc(NC(=O)N[C@@H]2CC[C@H](CCn3cc(-c4ccccn4)nn3)O[C@@H]2CO)cc1 | 1.2 | 0.8
CO[C@@H]1CN(C)C(=O)c2ccc(NC(=O)C3CCC3)cc2OC[C@@H](C)N(C(=O)NC(C)C)C[C@H]1C | -0.1 | 0.0
COc1ccc(-c2cn(CC(=O)N3CCN(C)CC3)nn2)cc1OC | -1.6 | 0.7
COc1ccc(NC(=O)N[C@H]2CC[C@H](CCNS(=O)(=O)c3ccccc3F)O[C@@H]2CO)cc1 | -0.5 | 0.3
COc1ccc(C#Cc2cnc3c(c2)C(=O)N([C@@H](C)CO)C[C@H](C)[C@H](CN(C)C(C)=O)O3)cc1 | -0.6 | 1.0
CCNC(=O)C[C@H]1CC[C@@H]2[C@@H](COc3ccc(NC(=O)Nc4c(C)noc4C)cc3C(=O)N2C)O1 | -1.4 | -0.1
Cc1noc(C)c1S(=O)(=O)Nc1ccc2c(c1)C(=O)N([C@H](C)CO)C[C@@H](C)[C@H](CN(C)S(=O)(=O)c1ccccc1)OCCCC[C@@H](C)O2 | 0.7 | 1.1
C[C@H]1CN([C@@H](C)CO)S(=O)(=O)c2ccc(C#CC(C)(C)O)cc2O[C@H]1CN(C)C(=O)CC1CC1 | 2.8 | -0.9
C[C@H](CO)N1C[C@H](C)[C@H](CN(C)C(=O)c2ccccc2F)Oc2ncc(C#C[C@@H](C)O)cc2C1=O | -0.1 | 1.2
C[C@H]1CN([C@@H](C)CO)C(=O)CCCn2cc(nn2)CO[C@H]1CN(C)C(=O)Oc1ccccc1 | -1.2 | 0.0
CC(C)NC(=O)N1CC[C@H]2[C@@H]1c1cc(Br)ccc1N(C)[C@H]2CO | 1.3 | 1.2
CC=Cc1ccc2n(c1=O)C[C@H]1[C@H](CO)[C@@H](C(=O)N3CCN(C)CC3)N(Cc3ccccc3F)[C@@H]21 (mixture of isomers) | -0.3 | 0.2
C[C@H]1CN([C@@H](C)CO)C(=O)c2cc(NC(=O)Cc3ccccc3)ccc2O[C@H]1CN(C)Cc1ccc2c(c1)OCO2 | 0.7 | 1.2
Cc1noc(C)c1S(=O)(=O)Nc1ccc2c(c1)CC(=O)N([C@H](C)CO)C[C@H](C)[C@H](CN(C)C(=O)NC1CCCCC1)O2 | -2.5 | 0.1
C[C@H]1CN([C@@H](C)CO)C(=O)Cc2cc(NC(=O)C3CCCCC3)ccc2O[C@H]1CN(C)S(C)(=O)=O | -2.7 | 0.7

9 compounds from above, ordered by heavy-atom count, highest first.
SMILES | BioA inh | TcdB GH inh
COc1ccc(NC(=O)Nc2cccc3c2O[C@H](CN(C)Cc2ccc(-c4ccccc4)cc2)[C@H](C)CN([C@H](C)CO)C3=O)cc1 | -4.0 | -6.6
Cc1cc(C(=O)Nc2cccc3c2O[C@H](CN(C)C(=O)Nc2cccc4ccccc24)[C@@H](C)CN([C@H](C)CO)C3=O)n(C)n1 | -0.9 | -1.7
Cc1noc(C)c1S(=O)(=O)Nc1ccc2c(c1)CC(=O)N([C@H](C)CO)C[C@H](C)[C@H](CN(C)C(=O)NC1CCCCC1)O2 | -2.5 | 0.1
COc1ccc(S(=O)(=O)N(C)C[C@@H]2Oc3c(NS(C)(=O)=O)cccc3C(=O)N([C@H](C)CO)C[C@@H]2C)cc1 | -1.9 | -0.6
C[C@@H]1CN([C@H](C)CO)C(=O)c2cc(NS(C)(=O)=O)ccc2O[C@H]1CN(C)C(=O)Nc1ccc(F)cc1 | -1.6 | 0.5
COc1ccccc1-c1ccc([C@H]2[C@@H](CO)N3CCCCN(C(=O)CN4CCOCC4)C[C@H]23)cc1 | -0.4 | 0.6
COc1ccc(C#Cc2cnc3c(c2)C(=O)N([C@@H](C)CO)C[C@H](C)[C@H](CN(C)C(C)=O)O3)cc1 | -0.6 | 1.0
COc1ccc(NC(=O)N[C@H]2CC[C@H](CCNS(=O)(=O)c3ccccc3F)O[C@@H]2CO)cc1 | -0.5 | 0.3
CC(C)NC(=O)N1CC[C@H]2[C@@H]1c1cc(Br)ccc1N(C)[C@H]2CO | 1.3 | 1.2

Continuation:
SMILES | BioA inh | TcdB GH inh
C[C@H]1CN([C@@H](C)CO)S(=O)(=O)c2ccc(C#Cc3cccnc3)cc2O[C@H]1CN(C)C(=O)C1CC1 | 8.4 | 0.3
CCC(=O)Nc1ccc2c(c1)C(=O)N(C)[C@@H]1CC[C@@H](CC(=O)N3CCCCC3)O[C@H]1CO2 | -0.4 | -0.5
CO[C@H]1CN(C)C(=O)c2cc(NC(=O)C3CC3)ccc2OC[C@@H](C)N(C(C)=O)C[C@@H]1C | -0.3 | 0.5
C[C@H]1CN([C@@H](C)CO)S(=O)(=O)c2ccc(C#CCN(C)C)cc2O[C@@H]1CN(C)C(=O)C1CCC1 | 1.7 | 0.4
O=C(C[C@H]1C=C[C@H](NC(=O)C2CCOCC2)[C@@H](CO)O1)Nc1ccc(-c2ccccc2)cc1 | -3.2 | -1.0
CCCNC(=O)[C@H]1[C@H](CO)[C@H]2Cn3c(ccc(-c4ccccc4F)c3=O)[C@H]2N1C(=O)CC | -0.6 | -0.3
CN(C)CC(=O)N[C@H]1CC[C@@H](CC(=O)NCCN2CCCCC2)O[C@H]1CO | -2.7 | -6.0
COc1ccc(S(=O)(=O)N(C)C[C@H]2Oc3ccc(NC(=O)c4ccncc4)cc3C(=O)N([C@@H](C)CO)C[C@H]2C)cc1 | 0.0 | 1.2
O=C(Cc1ccncc1)NCC[C@@H]1CC[C@H](NC(=O)Nc2ccc(F)cc2)[C@H](CO)O1 | -1.5 | -1.5
C[C@H](CO)N1C[C@H](C)[C@H](CN(C)Cc2ccc(-c3ccccc3)cc2)Oc2ccc(NC(=O)C3CC3)cc2CC1=O | -1.6 | 0.4
COC(=O)C[C@H]1CC[C@@H]2[C@H](COc3ccc(NC(=O)NC(C)C)cc3C(=O)N2C)O1 | 5.8 | -1.0
O=C(C[C@H]1C=C[C@@H](NC(=O)C2CCOCC2)[C@@H](CO)O1)NCC1CCCCC1 | -1.9 | -0.2

This is a subset (hit frequency here may not be typical).
